KAT2A inh – blocks human GCN5L2 histone acetyltransferase; GCN5L2 HAT assay, ThioGlo1 CoA-SH fluorescence; Potency, µM (series often up to 58.9 µM), inactives show at the top dose activity change, negative = inhibition, usual class: inhibitors; 390,000 tested, 0.21% active; AID 504327
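Free CoA generated was detected with ThioGlo1 (50uM) fluorescence at Ex340nm/Em540nm, read immediately and after 20 min at room temperature. Enzyme, 20 nM in HEPES pH 7.5 buffer, saw compounds 15 min before adding 75uM H3(1-25) peptide and 70uM acetyl-CoA.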
FEN1 inhibitor – human FEN1 inhibition | 390,000 tested, 0.35% active | Recombinant FEN1 flap cleavage, fluorescence, 15 min | Potency, µM (titrated, usually from 114 µM), inactives show at the highest dose activity change, negative = inhibition, usual class: inhibitors; also: nearly all actives have a fitted effect of over 65% in size
Target sequence (P39748 whole entry, looked up): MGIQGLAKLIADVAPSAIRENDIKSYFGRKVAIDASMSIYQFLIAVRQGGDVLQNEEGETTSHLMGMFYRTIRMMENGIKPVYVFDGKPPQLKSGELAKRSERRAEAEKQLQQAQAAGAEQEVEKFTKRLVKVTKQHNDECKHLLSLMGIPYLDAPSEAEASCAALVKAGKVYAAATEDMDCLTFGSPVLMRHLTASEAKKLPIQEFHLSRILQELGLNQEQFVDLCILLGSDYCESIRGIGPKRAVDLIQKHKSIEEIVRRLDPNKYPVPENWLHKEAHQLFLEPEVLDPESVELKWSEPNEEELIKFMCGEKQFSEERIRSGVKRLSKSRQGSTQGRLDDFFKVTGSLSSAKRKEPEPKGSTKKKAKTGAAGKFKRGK
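With each library titrated from low to high concentration, compounds met 10 nM FEN1 for 15 min at room temperature before 50 nM substrate was added; readings at 0 and 15 min fed four-parameter Hill curve fits.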
DT40 TDP1 CPT – DT40-hTDP1 cell growth loss with CPT; chicken DT40 Tdp1-/-;hTDP1 cells + 20 nM CPT, ATP luminescence, 48 h; Potency, µM (titrated, usually from 46.2 µM), for inactives: at the top dose activity change, negative = growth inhibition, usual class: inhibitors; 420,000 tested, 12% active; AID 686979; also: nearly all actives have a fitted effect of over 55% in size
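Chicken DT40 Tdp1-/- cells stably complemented with human TDP1 were seeded at 400 cells/well in medium containing 20 nM camptothecin, exposed to pin-transferred compounds, and grown at 37 °C for at least 48 hr. Viability was read as ATP luminescence.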
* hit, by the source's call; ? = inconclusive; / = not tested or not shown; & = joins results of further samples. Calls follow the shape of the dose curve; as a rule, active = well fitted curve in the direction sought with a large enough effect; inconclusive = small, poorly fitted or top-dose-only effect, or another doubt; inactive = no such curve, though single readings can be large; an effect the other way counts as inactive or inconclusive. % is scaled to controls: 0 for no effect and ±100 for the full control effect; potency is read from the fitted curve at half-maximal effect. This is a subset (hit frequency here may not be typical).

SMILES	KAT2A inh	FEN1 inhibitor	DT40 TDP1 CPT
Cn1c(=O)oc2cc(S(=O)(=O)N3CCN(c4cccc(Cl)c4)CC3)ccc21	-1%	15%	-11%
COCC(=O)Nc1cc(Cl)ccc1C	-9%	2%	19%
COc1ccc(C(=O)NC2CCCc3ccccc32)cc1Br (stereo unspecified)	-1%	-17%	-29%
Cc1ccc(-c2nnc(CCC(=O)N(C)Cc3nccs3)o2)s1	0%	-9%	4%
CCN(CC(=O)Nc1ccccc1C(F)(F)F)C(=O)CN1C(=O)NC(C)(c2ccccc2)C1=O (stereo unspecified)	-1%	-1%	-4%
Cn1c(=O)n(-c2ccc3c(c2)OCO3)c2nc(-c3ccc(Cl)cc3)nc(C(N)=O)c21	2%	-8%	15%
COc1ccc(Cl)cc1C(=O)n1cnc2ccccc21	-4%	0%	-14%
COc1ccc(NC(=O)CN(C)C(=O)CCC(=O)c2ccc(C)cc2)cc1	-7%	6%	1%
O=C(Nn1cnnc1)c1cc(Cl)ccc1Cl	-8%	5%	-9%
CN(C(=O)COC(=O)c1ccccc1C(=O)N(C)c1ccccc1)c1ccccc1	0%	13%	9%
COc1ccc(CC(=O)Nc2nc3c(s2)CC(C)CC3)cc1 (stereo unspecified)	-12%	-6%	?
CCc1ccc(NC(=O)CC2C(=O)N(c3ccc(Cl)cc3)C(=O)N2Cc2ccco2)cc1 (stereo unspecified)	-5%	-20%	21µM*
COc1ccc(N2CCN(S(=O)(=O)CCNC(=O)Cc3ccc(-c4ccccc4)cc3)CC2)cc1	-4%	13%	?
COC(=O)COc1ccc2cccc(-n3cnnn3)c2c1	-9%	1%	2%
N/C(=N\S(=O)(=O)c1cc(C(F)(F)F)cc(C(F)(F)F)c1)c1ccc(Cl)cc1	-21%	-18%	18µM*
CN(c1ccccc1)S(=O)(=O)c1ccc(Cl)c(C(=O)OCC(=O)NC2CCS(=O)(=O)C2)c1 (stereo unspecified)	-7%	5%	4%
CN1CCN(c2ncc3c(n2)CCN(Cc2ccc(Br)s2)C3)CC1	9%	0%	23µM*
N#CSC(c1ccccc1)c1nc2ccccc2[nH]c1=O (stereo unspecified)	2%	0%	6.5µM*
O=C(O)c1cncc(C#Cc2ccccc2)c1	-7%	13%	17%
O=C(NC1CCCN(CCc2ccccc2)C1)c1c[nH]c2ccccc12 (stereo unspecified)	-6%	-11%	-2%
COC(=O)c1c(NC(=O)C(=O)N2CCOCC2)sc2c1CCCC2	-10%	-1%	-18%
Cc1ccc(C)c2[nH]c(=O)c(CCNC(=O)c3ccc(S(=O)(=O)N4CCCC4)cc3)cc12	-7%	-4%	?
Cc1ccc2sc(NNC(=O)C3=COCCO3)nc2c1C	-4%	-20%	8%
NC(C(=O)O)c1cc(O)c(Cl)c(O)c1 (stereo unspecified)	32µM*	/	-1%
Cc1cc(=O)[nH]c(SCc2nnc(-c3ccccc3)o2)n1	2%	-6%	-11%

The listing continues:
SMILES	KAT2A inh	FEN1 inhibitor	DT40 TDP1 CPT
COc1ccc(-c2noc(CN(C(=O)c3cccs3)C(C)C)n2)cc1	-8%	0%	?
CN(C)c1ccnc(Oc2ccccc2)c1C#N	-20%	2%	?
CCC(C)Sc1ccc(-c2nc3ccc(C)cn3c2NCc2ccccc2)cc1OC (stereo unspecified)	-27%	-19%	21µM*
Cc1ccc(C(=O)NCCNS(=O)(=O)c2ccccc2)cn1	-1%	0%	0%
CCCN1CNc2c(c(=O)[nH]c(=S)n2CCc2cccc(C)c2C)C1	/	-23%	?
COC(=O)c1[nH]c(=O)c2ccccc2c1O	-13%	0%	2.6µM*
Cc1ccc(S(=O)(=O)N(C)c2cc(S(=O)(=O)N3CCC(C)CC3)c(C)cc2C)cc1	-7%	-1%	?
Cc1ccc(C(=O)N(NC2=NS(=O)(=O)c3ccccc32)S(=O)(=O)c2ccc(C)cc2)cc1	-9%	0%	-33%
O=C(CCNC(=O)N1CC(=O)Nc2ccccc21)Nc1cccc(Cl)c1	-1%	17%	-20%
CN1CCN(c2ccc(Cl)cc2NC(=O)c2ccc([N+](=O)[O-])cc2)CC1	8%	13%	?
CCCCc1ccc(NC(=S)N2CCCC2)cc1	-7%	-10%	12µM*
O=C(Nc1cccc2ncccc12)c1ccccc1[N+](=O)[O-]	-16%	0%	-20%
O=C(NC1C2CC3CC(C2)CC1C3)c1ccc(Br)o1 (stereo unspecified)	-1%	-13%	5%
CN(C)CCNC(=O)c1onc(CSc2ccncc2)c1C(=O)NCCN(C)C	/	5%	5%
CCC1(c2ccc(F)cc2)NC(=O)N(CC(=O)Nc2cccnc2Cl)C1=O (stereo unspecified)	0%	-5%	-18%
COc1cc(NC(=O)CCCNC(=O)Cn2cnc3sc4c(c3c2=O)CCCC4)cc(OC)c1OC	-7%	1%	21%
CN(CCCN(Cc1ccc(Cl)cc1)c1ccc(Br)cn1)C(=S)NCCCc1cnc[nH]1	/	2%	13µM*
O=C(O)c1c(C(=O)O)c(-c2ccc(Cl)c(Cl)c2)n2c1CSC2	-2%	-26%	1%
Cc1ccccc1NC(=O)CN1C(=O)S/C(=C\c2cccn2-c2cccc(C(=O)O)c2)C1=O	-4%	?	-14%
CCNC(=O)NC(=O)C(C)N1C(=O)NC(c2ccccc2)(c2ccccc2)C1=O (stereo unspecified)	0%	-5%	-6%
CC(C)c1cccc(C(C)C)c1OCCCCCN1CCOCC1	/	-8%	?
CC(=O)Nc1ccc(S(=O)(=O)N(C)CC(=O)OCC(=O)Nc2cccnc2Cl)cc1	0%	3%	5%
Cn1cnnc1SCC(=O)Nc1ccc2nc(SCc3ccccc3)sc2c1	-18%	-9%	?
O=S(=O)(Nc1ccc2oc3c(c2c1)CCCC3)c1cc(Cl)ccc1Cl	-8%	-1%	-30%
O=C(COc1ccccc1C(=O)OCC(=O)N1CCOCC1)Nc1ccc(Br)cc1	/	-31%	16µM*

(more compounds)
SMILES	KAT2A inh	FEN1 inhibitor	DT40 TDP1 CPT
COc1cc2c(cc1OC)CN(C(=O)Cn1ccccc1=O)CC2	-15%	-1%	-10%
C=CCNC(=O)c1onc(CSc2ccccc2F)c1C(=O)O	0%	5%	-13%
C(=N\Nc1nncc2ccccc12)/c1ccccn1	-7%	-3%	2.3µM*
CCCC(=O)N1CCCC(C(=O)c2cccc(OC(C)C)c2)C1 (stereo unspecified)	/	-1%	?
COc1ccc(OCCN2CCN(C(=O)c3ccc(OC)c(OC)c3)CC2)cc1	-3%	-8%	-4%
CC1SCC(=O)N(CC(=O)Nc2ccc3c(c2)OCO3)C1=O (stereo unspecified)	-1%	-4%	11%
COc1cc(OC)cc(C(=O)NCC(=O)OCC(=O)NC(C)(C)C)c1	4%	-2%	-3%
O=c1nc(N2CCCC2)nc(N2CCCC2)[nH]1	-6%	-3%	1%
O=C(Nc1ccccc1C(=O)O)c1ccc(NC(=O)C2CCCCC2)cc1	-1%	11%	?
COc1ccc(-c2nnc(SCC(=O)Nc3cc(C)on3)n2C)cc1OC	-1%	18%	-2%
N#CC1(NC(=O)COc2ccccc2[N+](=O)[O-])CCCCC1	-1%	-1%	-7%
Cc1ccc(-c2nc(C)c(CCNC(=O)C(=O)Nc3cc(C)ccc3C)s2)cc1	-5%	-1%	/
COc1cccc(C(=O)Nc2cccc(-c3cn4c(C)csc4n3)c2)c1OC	-19%	-18%	18µM*
O=C(CSc1ccsc1[N+](=O)[O-])N1CCN(c2ccc(Cl)cc2)CC1	-30%	11%	?
FC(F)(F)c1nnc(-c2ccccc2)nc1Oc1ccc(Cl)cc1Cl	0%	1%	?
CCOC(=O)C1CCCN(C(=O)Cn2nc(C)n3nc(-c4ccccc4)cc3c2=O)C1 (stereo unspecified)	-8%	1%	15µM*
Cc1ccc(C(=O)c2cc3ccccc3o2)cc1C	-12%	-13%	3%
COc1ccc(C(=O)NC(=S)N(Cc2ccccc2)Cc2ccccc2)cc1	-23%	-6%	16µM*
O=C(/C=C/c1ccc(Cl)cc1Cl)Nc1cccc(S(=O)(=O)NC2=NCCCCC2)c1	-11%	-2%	-5%
Cc1cc(C)cc(NC(=O)N2CCN(c3cc(-c4noc(C)n4)ccc3C)CC2)c1	-5%	-14%	?
Cc1cc(C(=O)OCCO)c(C#N)c(N)n1	-10%	1%	-4%
CCOC(=O)c1c(C)[nH]c(C)c1S(=O)(=O)N1CCCC(C(=O)NCc2cccc(C)c2)C1 (stereo unspecified)	-5%	0%	-23%
CC1CCCN(Cc2cnc(Cl)s2)C1 (stereo unspecified)	-9%	5%	24%
COc1ccccc1N(C)S(=O)(=O)c1ccc(C(=O)Nc2nc(C)cs2)cc1	-2%	-2%	1.5µM*
COCCNc1nc2c(c(=O)n(Cc3cccc(Br)c3)c(=O)n2C)n1C	20%&0%	-5%&-9%	?

A section from the list above, as a working copy:
SMILES	KAT2A inh	FEN1 inhibitor	DT40 TDP1 CPT
COc1cccc(C(=O)Nc2cccc(-c3cn4c(C)csc4n3)c2)c1OC	-19%	-18%	18µM*
O=C(CSc1ccsc1[N+](=O)[O-])N1CCN(c2ccc(Cl)cc2)CC1	-30%	11%	?
FC(F)(F)c1nnc(-c2ccccc2)nc1Oc1ccc(Cl)cc1Cl	0%	1%	?
CCOC(=O)C1CCCN(C(=O)Cn2nc(C)n3nc(-c4ccccc4)cc3c2=O)C1 (stereo unspecified)	-8%	1%	15µM*
Cc1ccc(C(=O)c2cc3ccccc3o2)cc1C	-12%	-13%	3%
COc1ccc(C(=O)NC(=S)N(Cc2ccccc2)Cc2ccccc2)cc1	-23%	-6%	16µM*

Whole records, looked up by structure. Order of values: KAT2A inh, FEN1 inhibitor, DT40 TDP1 CPT
Results for COc1cc(OC)cc(C(=O)NCC(=O)OCC(=O)NC(C)(C)C)c1 = 4%, -2%, -3%
Results for COc1ccc(OCCN2CCN(C(=O)c3ccc(OC)c(OC)c3)CC2)cc1 = -3%, -8%, -4%
Results for CCOC(=O)C1CCCN(C(=O)Cn2nc(C)n3nc(-c4ccccc4)cc3c2=O)C1 (stereo unspecified) = -8%, 1%, 15µM*
Results for C(=N\Nc1nncc2ccccc12)/c1ccccn1 = -7%, -3%, 2.3µM*

Other results
SMILES	KAT2A inh	FEN1 inhibitor	DT40 TDP1 CPT
O=[N+]([O-])c1ccc(NC(=S)NCCc2ccc(F)cc2)cc1	4%	?	16µM*
O=C(CCN1C(=O)c2ccccc2C1=O)Nc1ccccc1C(F)(F)F	?	0%	-11%
O=C1N(Cc2cccnc2)C[C@@H]2C[C@@H](c3cccc(Oc4ccccc4)c3)N3CCC[C@@]123	3%	8%	?
O=C(NNC(=O)c1cnccn1)c1ccc(Cl)cc1	-7%	0%	?
COc1cc(Cl)ccc1OC(=O)c1cn(-c2ccccc2OC)c(=O)c2ccccc12	-5%	1%	-9%
CN(Cc1ccccc1)C(=O)c1ccc(NC(=O)Cc2ccc(NC(=O)C3CCN(C(=O)CCc4ccccc4)CC3)cc2)cc1	/	7%	26µM*
COc1ccc(N(CC(=O)Nc2ccc3c(c2)OCCO3)S(=O)(=O)c2cccnc2)cc1	0%	3%	?
O=C(c1cccc(C(=O)N(c2ccccn2)C2CCCCC2)c1)N(c1ccccn1)C1CCCCC1	-14%	1%	12µM*
O=[N+]([O-])c1ccc([C@H](O)[C@H](CO)N=Cc2ccccc2O)cc1	-3%	-1%	-4%
CC1CN(C(=O)CN2C(=O)c3ccccc3S2(=O)=O)CC(C)O1 (stereo unspecified)	3%	7%	-2%
COc1ccc(CCNC(=O)C2CCCN2C(=O)Nc2ccc(C)cc2)cc1OC (stereo unspecified)	0%	-8%	2%
CCc1cc(=O)oc2cc(OCC(=O)NCCCn3ccnc3)c(Cl)cc12	-1%	3%	5%
CCNC(=O)NC(=O)C(C)OC(=O)CNS(=O)(=O)c1c(Cl)cc(Br)cc1Cl (stereo unspecified)	-4%	-13%	-9%
CCOc1ccc(C(=O)Nc2ccc(Cl)cn2)cc1Cl	1%	-19%	-16%
COc1ccc(C(=O)/C(=C\c2ccco2)N2C=CC=CC2=C(C#N)C#N)cc1	0%	0%	0.65µM*
CN(C=O)c1ccc(CSc2ccccc2)cc1	/	-1%	-2%
Cc1cccc(OCC(=O)N/N=C/c2cccn2C)c1	-26%	-10%	0%
Cc1cc(NN)nc(NS(=O)(=O)c2ccccc2)n1	-15%	-15%	6%
CCOC(=O)C1(Cc2cccc(OC)c2)CCN(Cc2ccc(OC)c(OC)c2)CC1	1%	-10%	?
COc1ccc(O)c(C=Nc2cc(NC(C)=O)c(Cl)cc2Cl)c1	-5%	7%	5%
CC(=O)c1cccc(NC(=O)c2cc(Cl)sc2Cl)c1	-1%	11%	-8%
Cc1ccc(Sc2cnc3ccccc3n2)cc1	-7%	12%	?
C=CCn1c(SCC(=O)Nc2ccc(N3CCOCC3)cc2)nnc1-c1ccco1	-2%	3%	0%
C=CCn1c(COc2ccccc2)nnc1SCC(=O)N/N=C/c1ccc(C)cc1	?	-14%	?
CCN1C(=O)CC(Sc2ccccc2C(=O)O)C1=O (stereo unspecified)	-4%	-10%	2%
